# From PubChem
# NS5 inhibitors = flavivirus cap methylation enzyme inhibition – biochemical, confirmation dose response, primary screen (AID 588689); actives 0.3% (n = 340,000); Dengue-2 NS5 methyltransferase capping enzyme assay, biochemical; higher % means a stronger effect; one-dose inhibition, % at 25 µM; IC50 in µM for titrated hits; in the data active means a potency from the dose series; inconclusive means inhibition above about 29% without an active follow-up result
# AID2073 = inhibitors of Mint1-CaV2.2 protein interaction, biochemical, HTRF (AID 2073). HTRF protein-protein interaction, Mint1-CaV2.2; higher % means a stronger effect. inhibition, % at 20 µM; hits with a dose series show IC50 in µM. actives 0.19% (n = 290,000); in the data active means inhibition mostly above about 51%, no sharp cut-off; inconclusive means no clear call, values can overlap the other calls; inactive means mostly below about 53%; further: some results filed as inactive read as strong as hits
# LYP inhibition = inhibitors of LYP phosphatase, biochemical, fluorescence intensity, uHTS (AID 1779). recombinant LYP phosphatase, fluorescence intensity; higher % means a stronger effect. one-dose inhibition, % at 11.5 µM; IC50 in µM for titrated hits. actives 0.054% (n = 290,000); in the data active means inhibition above about 50%;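 further: plate controls were vehicle with enzyme for no effect and no enzyme for full effect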
# Autophagy mod = modulators of autophagy; MEF GFP-LC3 puncta imaging; test concentration mostly 10 µM; calls only at 10 µM (by protocol); actives 0.98% (n = 190,000);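 active means percentage of spot-positive cells more than 3 SD above its plate mean, without a fluorescence outlier flag or 80% toxicity; inconclusive means no clear call, values can overlap the other calls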;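 further: spot-positive cell cutoff set from DMSO-treated cells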
# RSV CPE inhibition = RSV antiviral activity via CPE protection, HEp-2 cells, primary 10 µM value included (AID 2391) | HEp-2 cells, RSV-induced CPE inhibition; higher % means a stronger effect | actives 0.13% (n = 310,000) | one-dose CPE inhibition, % at 10 µM; IC50 in µM for titrated hits; in the data active means a potency from the dose series; inconclusive means CPE inhibition mostly from about 23% at the one dose, without a potency; inactive means the rest, 99 in 100 with CPE inhibition below about 21%; further: strong numbers were not always called active
# NTR1 ag = NTR1-driven beta-arrestin-GFP spot formation – imaging, U2OS cells, high content, primary screen (AID 493036). P30989. agonist mode. activation, % at 20 µM. actives 0.17% (n = 330,000);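 active means activation at or above 40% of the spot to cytoplasm intensity ratio, with at least 20 cells analyzed; inconclusive means wells under 20 cells, flagged as cytotoxic or low count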;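 further: 0% = DMSO without peptide and 100% = 100 nM NTR1 peptide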
# Target sequence (P30989 whole entry, looked up): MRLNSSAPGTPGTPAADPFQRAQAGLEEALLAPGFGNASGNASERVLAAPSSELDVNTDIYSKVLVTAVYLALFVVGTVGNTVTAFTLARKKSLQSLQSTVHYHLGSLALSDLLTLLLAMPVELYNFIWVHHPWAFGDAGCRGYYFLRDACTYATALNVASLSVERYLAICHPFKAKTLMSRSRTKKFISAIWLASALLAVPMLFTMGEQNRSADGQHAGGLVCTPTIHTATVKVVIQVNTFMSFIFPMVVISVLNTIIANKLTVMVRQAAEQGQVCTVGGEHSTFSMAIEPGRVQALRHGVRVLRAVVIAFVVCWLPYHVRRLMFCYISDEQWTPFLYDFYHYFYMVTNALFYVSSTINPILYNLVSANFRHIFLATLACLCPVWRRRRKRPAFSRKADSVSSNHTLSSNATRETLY
# UTI89 phage lysis = inhibition of K1F phage lysis, E. coli UTI89, bacterial capsule biogenesis inhibitors, alamar blue (AID 488966) | actives 0.02% (n = 340,000) | one-dose inhibition, % at 100 µM; IC50 in µM for titrated hits | E. coli UTI89 K1F phage lysis, alamar blue, 2 h; higher % means a stronger effect;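 active means phage lysis inhibition, versus mean bacterial control, above a set limit; inconclusive means no clear call, values can overlap the other calls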;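 further: capsule biogenesis inhibitors block K1F phage lysis so surviving cells raise fluorescence; higher fluorescence means more inhibition of phage lysis; actives were called in the ten point dose series up to 300 µM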
# GPR35 antagonists = GPR35 antagonists blocking zaprinast-driven arrestin recruitment, primary screen, imaging, U2OS, beta-arrestin-GFP, zaprinast agonist (AID 2058); U2OS GPR35 beta-arrestin-GFP translocation imaging, zaprinast antagonism; higher % means a stronger effect; inhibition, % at 10 µM, or IC50 in µM where a hit was titrated; actives 0.052% (n = 290,000);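 active means inhibition of at least 50% with at least 30 cells and total cytoplasm GFP at most 10,000,000; inconclusive means under 30 cells or total GFP of 10,000,000 plus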
# WT yeast gro inh = growth inhibition of WT yeast, mitochondrial fusion screen; actives 2.1% (n = 190,000); mitochondrial fusion phenotypic screen, WT strain; inhibition, % at 10 µM; in the data active means inhibition above about 58%; tested in S. cerevisiae
# WT yeast gro inh mutant strain = further read-out of WT yeast gro inh, marked with its call; inhibition, %; mitochondrial fusion phenotypic screen, mutant strain inhibition
# Autophagy mod cell loss 18 h = recorded beside Autophagy mod, whose call it bears; toxicity, %; measured here: cell loss, nuclei count;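 cell loss after 18 h compound exposure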
# NTR1 ag cell count 20 µM = further read-out of NTR1 ag, marked with its call; cell count; measured here: cell count, cytotoxicity flag
# NS5 inhibitors pilot replicate = further read-out of NS5 inhibitors, marked with its call; inhibition, %; measured here: pilot screen replicate inhibition
# Active calls of the source: *; i = inactive; ? = inconclusive; · = not tested or not shown; + = active, no number; [ ] = dose if it differs, or a comment. This is a random part of the collection; any-hit rate near 2.6%.
SMILES,NS5 inhibitors,AID2073,LYP inhibition,Autophagy mod,Autophagy mod cell loss 18 h,RSV CPE inhibition,NTR1 ag,NTR1 ag cell count 20 µM,UTI89 phage lysis,GPR35 antagonists,WT yeast gro inh,WT yeast gro inh mutant strain,others
Cc1nnc(C)c2c(C)n(-c3ccc(Br)cc3)c(C)c12,·,1%,2%,i,1,·,·,·,·,11%,-12,-18,
CCCC(C)NC(=O)c1ccc2[nH]c3c(c2c1)CC(C)CC3 (stereo not given),-10%,6%,-3%,i,-1,18%,2.4,38,0.5%,18%,9,-7,
O=S(=O)(CCOc1ccccc1)N1CCOCC1,2%,-2%,-1%,i,0,0.4%,-1.2,57,4.1%,8%,2,-14,
COCCNC(=O)C(OC(=O)c1ccco1)c1ccccc1F (stereo not given),0%,-4%,-10%,·,·,0.5%,-0.7,63,-1.5%,-5%,·,·,
COc1ccc2c(Cl)c(C(=O)OCC(=O)c3ccc4c(c3)NC(=O)CO4)sc2c1Cl,-1%,0%,-3%,·,·,·,·,·,0.2%,8%,·,·,
COc1ccc(NC(=O)C2C3CCC(O3)C2C(=O)O)c(C)c1 (stereo not given),13%,4%,-9%,·,·,2.5%,0.4,52,-1.1%,-7%,·,·,
O=C(NCCCNC(=O)c1cc(Cl)ccc1Cl)c1ccco1,1%,2%,-10%,·,·,1.6%,-3.3,24,0.1%,-7%,·,·,
O=C(c1ccccc1)N1CCN(CC(O)COCC2CC=CCC2)CC1 (stereo not given),-7%,8%,-9%,i,-6,-1.2%,-1.2,78,0.2%,4%,-5,-3,
CC(NC(=O)c1csc2ccccc12)C1CCCO1 (stereo not given),-6%,11%,-2%,i,-1,1.5%,-0.6,75,8.3%,11%,15,20,
NC(=O)C[C@@H]1NC(=O)CNC(=O)c2cc([N+](=O)[O-])cc(I)c2NCCC(C(N)=O)NC1=O (stereo not given in full),-2%,-32%,-1%,i,16,2.9%,-1.5,99,0.9%,-5%,-17,-13,
CCN(C(=S)Nc1cccc(C)c1)c1ccccc1,-10%,-9%,-9%,i,34,0.2%,-0.8,61,5.7%,-12%,15,21,
Clc1ccc(OCc2nc(-c3ccccn3)n[nH]2)cc1,1%,-2%,-2%,i,31,-3.5%,3.3,60,5.7%,0%,22,-7,
O=C(Nc1ncccc1O)c1ccc(C(=O)c2ccccc2)cc1,-6%,·,·,·,·,-1.3%,-0.7,53,1.3%[50 µM],·,·,·,
Cc1ccc2nc(CSc3nnc(Nc4ccccc4C)s3)cc(=O)n2c1,-9%,8%,-2%,i,-2,?,5.1,38,-0.4%,-18%,0,6,
CCOc1ccnc(OCC)c1Br,1%,12%,-7%,i,17,0.8%,2.1,66,3.0%[50 µM],15%,10,9,
Cn1cc(C(=O)N2CCN(c3cccc(Cl)c3)CC2)c(=O)c2cc(S(=O)(=O)N3CCOCC3)ccc21,-3%,5%,1%,·,·,1.9%,-1.2,48,1.2%,13%,·,·,
NC(=S)c1cc2cc(Br)ccc2oc1=O,34%,-11%,-6%,i,12,2.3%,-0.5,36,-0.5%,6%,20,24,
O=C(N/N=C/c1ccc[nH]1)c1ccc([N+](=O)[O-])cc1,0%,-4%,0%,i,14,0.3%,0.7,51,-2.5%,14%,5,-4,
Cc1ccccc1NC(=O)Cn1nnc(S(=O)(=O)c2ccc(C(C)(C)C)cc2)c1N,-4%,36%,-8%,i,-6,1.5%,-2.9,64,-2.0%,-9%,-4,-9,
COc1ccc(Cl)cc1C(=O)NCc1ccc2c(c1)OCO2,3%,18%,-11%,·,·,57%,-0.1,59,0.0%,1%,·,·,
COc1ccc(N(CC(=O)NCc2ccc(F)cc2)C(=O)c2snc(C(N)=O)c2N)cc1OC,-1%,-7%,-14%,·,·,1.2%,0.5,44,0.4%,14%,·,·,
O=C(NCC(=O)N1CCN(C(=O)c2ccco2)CC1)c1cccc(Cl)c1,-5%,·,·,·,·,3.8%,-0.2,57,0.8%[50 µM],·,·,·,
CC(=O)c1cccc(NC(=O)CO/N=C2/CCCc3nonc32)c1,-2%,12%,-5%,i,14,0.2%,1.2,60,0.4%,-21%,9,-1,
COc1ccc(S(=O)(=O)Nc2cccc(C(C)=O)c2)cc1Br,-4%,6%,1%,i,-9,3.9%,-0.3,20,0.1%,-8%,24,-1,
COc1ccc(/C=N/NC(=O)OC(C)(C)C)cc1OC,-8%,2%,-2%,i,6,1.2%,0.8,63,-1.0%,34%,-10,6,

# 3 successive entries out of the list so far:
SMILES,NS5 inhibitors,AID2073,LYP inhibition,Autophagy mod,Autophagy mod cell loss 18 h,RSV CPE inhibition,NTR1 ag,NTR1 ag cell count 20 µM,UTI89 phage lysis,GPR35 antagonists,WT yeast gro inh,WT yeast gro inh mutant strain,others
Cc1nnc(C)c2c(C)n(-c3ccc(Br)cc3)c(C)c12,·,1%,2%,i,1,·,·,·,·,11%,-12,-18,
CCCC(C)NC(=O)c1ccc2[nH]c3c(c2c1)CC(C)CC3 (stereo not given),-10%,6%,-3%,i,-1,18%,2.4,38,0.5%,18%,9,-7,
O=S(=O)(CCOc1ccccc1)N1CCOCC1,2%,-2%,-1%,i,0,0.4%,-1.2,57,4.1%,8%,2,-14,

# The listing picks up, starting 2 compounds before the break.
SMILES,NS5 inhibitors,AID2073,LYP inhibition,Autophagy mod,Autophagy mod cell loss 18 h,RSV CPE inhibition,NTR1 ag,NTR1 ag cell count 20 µM,UTI89 phage lysis,GPR35 antagonists,WT yeast gro inh,WT yeast gro inh mutant strain,others
COc1ccc(S(=O)(=O)Nc2cccc(C(C)=O)c2)cc1Br,-4%,6%,1%,i,-9,3.9%,-0.3,20,0.1%,-8%,24,-1,
COc1ccc(/C=N/NC(=O)OC(C)(C)C)cc1OC,-8%,2%,-2%,i,6,1.2%,0.8,63,-1.0%,34%,-10,6,
COc1ccc(C2(C(=O)O)CCCC2)cc1,-1%,5%,3%,i,0,1.5%,0.1,79,3.0%,-4%,-5,14,
CC(C(=O)Nc1cc([N+](=O)[O-])ccc1Cl)N1CCN(c2ccc(O)cc2)CC1 (stereo not given),1%,7%,-1%,i,-11,-0.4%,·,·,2.9%,17%,3,-6,
COc1ccc(C(CCNCc2ccc(N(C)C)cc2)c2ccccc2OC)cc1 (stereo not given),-5%,20%,-4%,·,·,?,3.2,74,3.0%[50 µM],-5%,·,·,
COc1ccc(C2N(Cc3ccccc3)CCN2Cc2ccccc2)cc1[N+](=O)[O-],-11%,17%,-9%,+,13*,-0.3%,-1.1,67,1.0%,0%,5,1,
Cc1nnc2c3ccccc3c(-c3cccc4ccccc34)nn12,-1%,-5%,6%,i,0,·,·,·,1.7%,4%,11,26,
COc1ccc(/C=N/NC(=O)CNC(=O)C2COc3ccccc3O2)cc1OC (stereo not given),3%,5%,0%,i,6,0.8%,-1.6,71,0.1%,1%,-3,-23,
COc1ccc(OC)c(C(=O)N2CCCC(Nc3ccc(F)cc3)C2)c1 (stereo not given),7%,-5%,-4%,·,·,0.7%,1.7,67,0.6%[50 µM],-4%,·,·,
CCCOc1ccc(N2C(=O)CC(N(Cc3ccc(S(N)(=O)=O)cc3)C(=O)CC)C2=O)cc1 (stereo not given),-7%,-2%,-1%,i,-5,-1.4%,3.7,40,1.2%,7%,-5,-2,
C/C(=N\NC(=O)CC#N)c1ccc(Oc2ccccc2)cc1,-8%,-2%,3%,i,8,3.2%,0.2,55,-0.3%,6%,-16,-2,
CC(C)CNC(=S)NC(=O)c1ccc(F)cc1,-13%,-8%,-3%,i,-13,2.5%,-0.5,54,4.1%,12%,15,14,
C/C(N)=C(/C#N)C(=O)CSc1nnc(Nc2ccccc2)s1,-6%,-1%,2%,i,9,6.5%,1.0,88,0.4%,4%,2,1,
CCN1C(=O)CC(N2CCC(c3nc4ccccc4[nH]3)CC2)C1=O (stereo not given),-1%,18%,-2%,i,1,2.9%,-1.2,57,0.3%,18%,2,13,
Cc1ccc(C(=O)CN(C(=O)c2ccc(Cl)c(Cl)c2)N2C(=O)C3CCCCC3C2=O)cc1C (stereo not given),-15%,-1%,4%,i,-1,-0.1%,21,66,0.5%,0%,-3,21,NS5 inhibitors pilot replicate=1.1

# Quoted at random: 2 entries already listed, in no set order.
SMILES,NS5 inhibitors,AID2073,LYP inhibition,Autophagy mod,Autophagy mod cell loss 18 h,RSV CPE inhibition,NTR1 ag,NTR1 ag cell count 20 µM,UTI89 phage lysis,GPR35 antagonists,WT yeast gro inh,WT yeast gro inh mutant strain,others
Cc1ccc(C(=O)CN(C(=O)c2ccc(Cl)c(Cl)c2)N2C(=O)C3CCCCC3C2=O)cc1C (stereo not given),-15%,-1%,4%,i,-1,-0.1%,21,66,0.5%,0%,-3,21,NS5 inhibitors pilot replicate=1.1
CC(C(=O)Nc1cc([N+](=O)[O-])ccc1Cl)N1CCN(c2ccc(O)cc2)CC1 (stereo not given),1%,7%,-1%,i,-11,-0.4%,·,·,2.9%,17%,3,-6,
